# UTI89 phage lysis: inhibition of K1F phage lysis, E. coli UTI89, bacterial capsule biogenesis inhibitors, alamar blue (AID 488966) | E. coli UTI89 K1F phage lysis, alamar blue, 2 h; higher % means a stronger effect | inhibition, % at 100 µM; hits with a dose series show IC50 in µM | 340,000 compounds, 0.02% hits;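 active = phage lysis inhibition, versus mean bacterial control, above a set limit; inconclusive = no clear call, values can overlap the other calls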;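 note: capsule biogenesis inhibitors block K1F phage lysis so surviving cells raise fluorescence; higher fluorescence means more inhibition of phage lysis; actives were called in the ten point dose series up to 300 µM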
# KOR beta-arrestin-1: KOR agonists, beta-arrestin recruitment, primary screen, cell-based, luminescence, uHTS (AID 1777) | activation, % at 10 µM; hits with a dose series show EC50 in µM | 280,000 compounds, 0.02% hits | KOR beta-arrestin recruitment, luminescence; higher % means a stronger effect | Kappa-type opioid receptor (Homo sapiens); in the data active = activation above about 50%, passing the limit was not always enough; note: a part of the inactive calls stands beside numbers as strong as those of hits
# GPR35 arrestin U2OS: GPR35 antagonists blocking zaprinast-driven arrestin recruitment, primary screen, imaging, U2OS, beta-arrestin-GFP, zaprinast agonist (AID 2058); G-protein coupled receptor 35 (Homo sapiens); U2OS GPR35 beta-arrestin-GFP translocation imaging, zaprinast antagonism; higher % means a stronger effect; inhibition, % at 10 µM, or IC50 in µM where a hit was titrated; 290,000 compounds, 0.052% hits;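 active = inhibition of at least 50% with at least 30 cells and total cytoplasm GFP at most 10,000,000; inconclusive = under 30 cells or total GFP of 10,000,000 plus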
# NTR1 ag: agonists of NTR1, primary screen, imaging, U2OS cells, beta-arrestin-GFP, high content (AID 493036); 330,000 compounds, 0.17% hits; NTR1-U2OS beta-arrestin-GFP spot imaging, agonist mode; Neurotensin receptor type 1 (Homo sapiens), P30989; activation, % at 20 µM;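 active = activation at or above 40% of the spot to cytoplasm intensity ratio, with at least 20 cells analyzed; inconclusive = wells under 20 cells, flagged as cytotoxic or low count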;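 note: 0% = DMSO without peptide and 100% = 100 nM NTR1 peptide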
# Target sequence (P30989 whole entry, looked up): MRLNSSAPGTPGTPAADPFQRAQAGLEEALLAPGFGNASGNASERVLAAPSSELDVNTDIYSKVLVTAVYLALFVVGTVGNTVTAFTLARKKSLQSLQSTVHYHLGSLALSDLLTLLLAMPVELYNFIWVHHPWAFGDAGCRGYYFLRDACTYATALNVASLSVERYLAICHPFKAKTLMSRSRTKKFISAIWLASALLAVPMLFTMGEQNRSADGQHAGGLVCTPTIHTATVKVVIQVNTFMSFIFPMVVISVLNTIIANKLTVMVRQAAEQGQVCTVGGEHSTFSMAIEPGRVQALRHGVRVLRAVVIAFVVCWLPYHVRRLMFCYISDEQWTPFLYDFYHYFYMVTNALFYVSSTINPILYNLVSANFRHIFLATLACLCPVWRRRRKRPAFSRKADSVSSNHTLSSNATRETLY
# MgcRacGAP inhibition: MgcRacGAP GTPase-activating activity inhibitors, confirmation, biochemical, ADP Hunter fluorescence; inhibition, % at 30 µM; hits with a dose series show IC50 in µM; MgcRacGAP-stimulated Rac1 GTP hydrolysis, ADP Hunter fluorescence; higher % means a stronger effect; GST-tagged Rac1 F28L mutant substrate; 340,000 compounds, 0.6% hits; AID 624330, 2012; Rac GTPase-activating protein 1 (Homo sapiens);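 active = first-screen hits whose inhibition reached a set limit at any dose in the follow-up dose series; inconclusive = inhibition above the set first-screen limit but never retested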;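 note: fluorescence reports GDP produced by GAP-driven GTP hydrolysis; strong numbers were not always called active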
# KOR beta-arrestin-2: KOR antagonists, beta-arrestin recruitment, cell-based, luminescence, uHTS (AID 1778). inhibition, % at 10 µM; hits with a dose series show IC50 in µM. 290,000 compounds, 0.091% hits. KOR beta-arrestin recruitment, luminescence, antagonist mode; higher % means a stronger effect; in the data active = inhibition above about 50%; note: strong numbers were not always called active
# NOD1 inhibition: NOD1 signaling inhibitors, primary screen, cell-based, luminescence, uHTS (AID 1578); one-dose inhibition, % at 4 µM; EC50 in µM for titrated hits; NOD1-driven NF-kB luciferase reporter cells, luminescence; higher % means a stronger effect; 290,000 compounds, 1% hits; in the data active = inhibition mostly above about 36%, no sharp cut-off; inactive = mostly below about 34%;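 note: HEK-293T reporter cells stimulated with the NOD1 agonist gamma-tri-DAP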
# GPR55 activation: GPR55 agonists via beta-arrestin recruitment, primary screen, imaging, U2OS cells, beta-arrestin-GFP redistribution (AID 1961) | U2OS GPR55 beta-arrestin-GFP redistribution imaging; higher % means a stronger effect | one-dose activation, % at 10 µM; EC50 in µM for titrated hits | 290,000 compounds, 0.048% hits;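 active = activation above 40% with more than 50 cells counted in the well; inconclusive = wells holding fewer than 50 cells, flagged as toxic or sparse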;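 note: U2OS osteosarcoma cells stably expressing GPR55 and beta-arrestin-GFP; plate controls were DMSO negative control for no effect and LPI positive control for full effect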
# GPR55 antagonists: GPR55 antagonists blocking LPI-driven arrestin recruitment, primary screen, imaging, U2OS, beta-arrestin-GFP, LPI agonist (AID 2013). U2OS GPR55 beta-arrestin-GFP translocation imaging, LPI antagonism; higher % means a stronger effect. inhibition, % at 10 µM; hits with a dose series show IC50 in µM. 290,000 compounds, 0.13% hits;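 active = spots per cell inhibited over 60%, with over 100 cells counted and total cytoplasm intensity under 500,000; inconclusive = wells with under 100 cells, flagged as likely toxic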;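 note: U2OS cells stably carrying GPR55 and arrestin-GFP stimulated by 5 µM LPI near EC80; imaged beta-arrestin-GFP aggregate spots per cell after agonist stimulation; plate controls were LPI-stimulated DMSO wells for no effect and DMSO wells without LPI for full effect; some results filed as inactive read as strong as hits; confirmed hits need IC50 under 10 µM and bright autofluorescent wells are also inconclusive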
# NTR1 ag cell count 20 µM: also measured in NTR1 ag; calls as there; cell count; measured here: cell count, cytotoxicity flag
# * = called active by the depositor; ? = inconclusive; / = not tested or not shown; [ ] = another dose, or the depositor's remark.
SMILES,UTI89 phage lysis,KOR beta-arrestin-1,GPR35 arrestin U2OS,NTR1 ag,NTR1 ag cell count 20 µM,MgcRacGAP inhibition,KOR beta-arrestin-2,NOD1 inhibition,GPR55 activation,GPR55 antagonists
COc1cccc(-c2csc(N3CCN(C(=O)NC45CC6CC(CC(C6)C4)C5)CC3)n2)c1,0.2%,-2.2%,18%,1.9,43,16%,7%,0%,-0.5%,6%
CCC(=O)N1CCC2(CC1)Oc1ccc(F)cc1C(=O)C21CC(c2ccccc2)=NO1 (stereo not drawn),4.3%,-2.3%,-8%,-1.8,96,6%,25%,12%,-0.2%,4%
Cc1cc(C)c(NC(=O)CN2C(=O)NC(Cc3ccccc3)C2=O)c(C)c1 (stereo not drawn),0.1%,/,6%,-0.7,53,12%,10%,-14%,-0.2%,-4%
N#Cc1ccc(Oc2ccc(-c3nc4ccccc4nc3-c3ccccc3)cc2)cc1C#N,1.5%[50 µM],2.8%,4%,5.4,61,6%,-4%,3%,-0.3%,5%
O=C(NCCCN1CCN(c2ccc(F)cc2)CC1)NC12CC3CC(CC(C3)C1)C2,0.3%,0.2%,-4%,0.8,88,6%,-20%,-1%,-0.1%,-2%
CCCCOC(=O)Nc1cccc(Cl)c1C,1.3%,0.9%,5%,0.7,52,10%,0%,-16%,-0.1%,9%
O=C(NNC(=O)C1CCC(C(=O)NNC(=O)c2cccs2)CC1)c1cccs1 (stereo not drawn),1.9%[50 µM],-7.8%,4%,0.3,51,4%,-11%[20 µM],-32%,-0.1%,-3%
Cc1cccc(N(CC(=O)NC(C)(C)C)C(=O)CNC(=O)c2cccs2)c1C,-0.1%,-1.5%,-12%,0.8,62,9%,20%,0%,0.5%,-2%
CC(=O)N/C(=C/c1ccc(Cl)cc1)C(=O)NCCc1c[nH]c2ccccc12,-0.1%,-2.6%,2%,0.2,58,6%,31%,-48%,0.2%,-2%
COc1ccc(NC(=O)CCC(=O)N/N=C/c2ccc([N+](=O)[O-])s2)cc1,-2.7%[50 µM],-3.3%,-15%,1.9,81,10%,4%,3%,-0.1%,3%
CCN=C(NCC)SC1CC(=O)N(c2cccc(OC)c2)C1=O (stereo not drawn),0.4%,2.4%,-1%,-0.3,52,13%,-17%,-16%,0.1%,-12%
CN(C)S(=O)(=O)c1ccc2oc(SCC(=O)NCC(F)(F)F)nc2c1,?,0.9%,-9%,0.0,98,-3%,31%,9%,-0.3%,-4%
CC1CC(=O)C2=C(C1)Nc1ccccc1N(C(=O)COc1ccccc1)C2c1ccco1 (stereo not drawn),0.2%,-1.8%,-14%,-1.8,67,7%,35%,12%,0.3%,4%
CC(=O)Nc1ccc(S(=O)(=O)NCCC(=O)OCCN2C(=O)c3ccccc3C2=O)cc1,6.0%,-4.4%,-9%,1.5,79,10%,-15%,-2%,-0.2%,-3%
O=C(CN1CCN(Cc2ccc(Cl)cc2)CC1)N/N=C/c1ccccc1F,5.8%,-1.7%,-1%,1.5,39,12%,5%,-12%,-0.3%,-6%
CCc1ccc(-c2cc(N)n(-c3ccccc3)n2)cc1,-0.1%,-4.6%,2%,/,/,-1%,1%,-39%,0.6%,4%
N=C1CCC(=N)c2c1c(O)c1ccccc1c2O,0.5%,/,-1%,-1.0,54,?,-2%,-4%,0.0%,-7%
CC(C)=CCCC1(C)C=Cc2c(c(C)cc3c2[nH]c2cc(O)ccc23)O1 (stereo not drawn),2.3%,-5.6%,15%,5.9,90,4%,28%,0%,0.0%,19%
CC1CCCCC1NC(=O)c1ccc2c(c1)[nH]c(=O)n2C1CCCC1 (stereo not drawn),1.1%,2.9%,-2%,0.8,51,8%,-6%,-2%,0.2%,4%
Cc1cc2oc(C(=O)Nc3ccc(S(N)(=O)=O)cc3)c(C)c2cc1Cl,3.1%,21%,-2%,-1.8,28,1%,-23%[20 µM],-33%,-0.2%,-3%
Nc1cccc(C(=O)O)c1,-0.8%,-3.2%,-8%,3.1,69,6%,-9%,-19%,-0.2%,9%
CC(C)(C)[C@H]1CCC(=O)N([C@H](CSc2ccccc2)Cc2ccccc2)CC1,1.2%,/,11%,6.2,55,10%,12%[20 µM],0%,-0.3%,-6%
Cc1nc2ncnn2c(C)c1CCC(=O)N1CCOCC1,0.7%,4.5%,6%,-3.5,79,5%,-3%,-39%,0.0%,3%
CC(C)CC(=O)NC(=S)Nc1ccc(S(=O)(=O)N2CCN(C)CC2)cc1,-3.1%,12%,17%,0.8,41,-8%,-23%,3%,0.1%,0%
O=C(c1ccco1)N(CCC(c1ccccc1)c1ccco1)Cc1ccccc1 (stereo not drawn),-0.3%,7.3%,17%,0.3,82,5%,-2%,-9%,0.5%,22%
O=C(Nc1ncc2c(n1)CC(c1ccccc1)CC2=O)c1ccco1 (stereo not drawn),4.1%,0.1%,-22%,-0.5,70,7%,7%,6%,-0.1%,-6%
O=S(=O)(c1ccc(Cl)nc1)N1CCN(Cc2ccc3c(c2)OCO3)CC1,-0.1%,3.5%,6%,-1.0,50,6%,16%,-15%,-0.1%,2%
COc1cc2c(cc1NC(=O)CN(C)Cc1cccc(OC)c1OC)oc1ccccc12,1.0%[50 µM],3.6%,8%,4.7,44,10%,/,59%,1.4%,6%
CCN(CC)CP(=O)(c1ccccc1)c1ccccc1,0.2%,6.8%,-12%,0.3,72,8%,-6%,-17%,-0.1%,4%
OCc1nc2ccc(Cl)cc2[nH]1,0.6%[50 µM],0.1%,-10%,0.3,71,-6%,14%,-11%,-0.1%,-7%
CCn1cc(CN2CCN(CCC(C)C)C(CCO)C2)c2ccccc21 (stereo not drawn),-0.5%,2.1%,-5%,-0.5,44,14%,-44%[20 µM],-37%,0.7%,19%
Brc1ccc(-c2cnnc(N3CCCC3)n2)cc1,0.0%,2.6%,16%,2.3,52,6%,-35%,-16%,-0.2%,-3%
CC(C(=O)Nc1ccc(F)cc1Cl)N(C)CCOc1ccccc1 (stereo not drawn),-0.3%,-2.7%,7%,1.2,49,11%,24%,-7%,0.0%,3%
CCCCOc1ccc(CSC2=NCCN2)cc1[N+](=O)[O-],0.3%,-2.4%,0%,0.5,66,-15%,8%,-12%,0.3%,-5%
COc1cc(C(c2nnnn2C2CCCC2)N2CCN(C(=O)c3ccco3)CC2)cc(OC)c1OC (stereo not drawn),-0.2%,-1.4%,-1%,-1.2,40,6%,-16%,-26%,-0.2%,6%
COc1ccc(C2/C(=C(/O)c3ccccc3)C(=O)C(=O)N2c2ccccn2)cc1OC (stereo not drawn),0.3%,/,14%,1.0,89,7%,-44%[20 µM],-30%,-0.1%,-6%
O=C(CCl)NCCNC(=O)c1cc(OCC(F)(F)F)ccc1OCC(F)(F)F,/,0.3%,-1%,1.6,45,/,-3%,-25%,-0.3%,8%
CCOC(=O)C1(Cc2ccc(OC)cc2)CCN(C(=O)CCc2cnccn2)CC1,-0.1%,7.0%,-2%,-0.5,52,5%,3%,-5%,0.8%,4%
Cc1ccc2c(CC(=O)N3CCc4ccccc43)coc2c1,-1.0%,3.8%,0%,-2.7,8,7%,17%,-113%,-0.2%,4%
Cc1ccc(-c2nc3ncccc3o2)cc1NC(=O)C(C)(C)C,0.0%,-3.2%,-8%,-1.3,45,9%,-18%,-115%,-0.1%,2%
NC(=O)c1nsc(C(=O)N(CC(=O)NC2CCCCC2)c2ccc(Cl)cc2)c1N,1.1%,2.7%,-10%,1.3,44,5%,-11%,-31%,-0.1%,1%
CCOC(=O)c1ccc(N2C(=O)C(CC(N)=O)N(NC(=O)c3cccc(F)c3)C2=S)cc1 (stereo not drawn),0.7%[50 µM],-4.6%,6%,0.4,51,6%,21%,0%,0.0%,-2%

# Structures shown so far containing an aryl methoxy group:
SMILES,UTI89 phage lysis,KOR beta-arrestin-1,GPR35 arrestin U2OS,NTR1 ag,NTR1 ag cell count 20 µM,MgcRacGAP inhibition,KOR beta-arrestin-2,NOD1 inhibition,GPR55 activation,GPR55 antagonists
COc1cccc(-c2csc(N3CCN(C(=O)NC45CC6CC(CC(C6)C4)C5)CC3)n2)c1,0.2%,-2.2%,18%,1.9,43,16%,7%,0%,-0.5%,6%
COc1ccc(NC(=O)CCC(=O)N/N=C/c2ccc([N+](=O)[O-])s2)cc1,-2.7%[50 µM],-3.3%,-15%,1.9,81,10%,4%,3%,-0.1%,3%
CCN=C(NCC)SC1CC(=O)N(c2cccc(OC)c2)C1=O (stereo not drawn),0.4%,2.4%,-1%,-0.3,52,13%,-17%,-16%,0.1%,-12%
COc1cc2c(cc1NC(=O)CN(C)Cc1cccc(OC)c1OC)oc1ccccc12,1.0%[50 µM],3.6%,8%,4.7,44,10%,/,59%,1.4%,6%
COc1cc(C(c2nnnn2C2CCCC2)N2CCN(C(=O)c3ccco3)CC2)cc(OC)c1OC (stereo not drawn),-0.2%,-1.4%,-1%,-1.2,40,6%,-16%,-26%,-0.2%,6%
COc1ccc(C2/C(=C(/O)c3ccccc3)C(=O)C(=O)N2c2ccccn2)cc1OC (stereo not drawn),0.3%,/,14%,1.0,89,7%,-44%[20 µM],-30%,-0.1%,-6%
CCOC(=O)C1(Cc2ccc(OC)cc2)CCN(C(=O)CCc2cnccn2)CC1,-0.1%,7.0%,-2%,-0.5,52,5%,3%,-5%,0.8%,4%

# The list is partial; the hit share may differ from the screen's.
